# Assay outcomes as filed in PubChem BioAssay.
# ABCG2 inh = inhibitors of human ABCG2 transporter, ABCB1 counter-screen | Q9UNQ0 | IgMXP3 cells, JC-1 efflux, flow cytometry | inhibition, % at 6.6 µM | 0.1% of 190,000 active;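 active = inhibition above 80%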;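 also: 0% = DMSO and 100% = nicardipine control wells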
# Target sequence (Q9UNQ0 whole entry, looked up): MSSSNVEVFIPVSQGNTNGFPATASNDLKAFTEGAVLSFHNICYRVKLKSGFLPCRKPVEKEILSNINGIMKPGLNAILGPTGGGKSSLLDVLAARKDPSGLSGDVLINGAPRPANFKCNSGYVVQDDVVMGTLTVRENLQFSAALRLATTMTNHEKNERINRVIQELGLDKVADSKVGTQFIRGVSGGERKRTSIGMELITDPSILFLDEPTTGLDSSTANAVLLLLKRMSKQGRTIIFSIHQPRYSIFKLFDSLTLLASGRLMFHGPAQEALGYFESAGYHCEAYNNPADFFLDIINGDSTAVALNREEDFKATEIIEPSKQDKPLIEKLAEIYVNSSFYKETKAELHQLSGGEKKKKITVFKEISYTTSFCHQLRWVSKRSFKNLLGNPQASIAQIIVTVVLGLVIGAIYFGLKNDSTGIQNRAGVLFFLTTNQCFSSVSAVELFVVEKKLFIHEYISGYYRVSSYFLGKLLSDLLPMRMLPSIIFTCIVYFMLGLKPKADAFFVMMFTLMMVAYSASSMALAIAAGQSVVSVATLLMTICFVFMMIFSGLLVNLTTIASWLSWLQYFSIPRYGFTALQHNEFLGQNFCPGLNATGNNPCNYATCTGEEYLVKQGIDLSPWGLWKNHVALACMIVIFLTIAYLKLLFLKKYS
#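 test system = two drug-resistant human cell lines, ABCG2 and ABCB1 | amount = 3 million cells/mL final, two lines in 1:1 ratio | reagent = JC-1 transporter substrate | doses = one concentration, 6.6 µM final | incubation = 10 min at 25 °C | signal = flow cytometric JC-1 green MFI at 530 nm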
# Avidin fluor = compound fluoresces at 488/530 nm on avidin beads. 0.38% of 220,000 active. AID 1775. compound fluorescence 488/530 nm, flow cytometry; active compounds read high. fluorescence (KMESF) at 10 µM; in the data active = fluorescence above about 47; also: inactives centre near 10
# HRas wt GTP bind = human HRas wildtype GTP binding, change in either direction | P01112 | GST-Ras wt beads, Bodipy-FL-GTP binding, flow cytometry; actives lie on both sides | GTP binding activity, % at 10 µM | 0.14% of 190,000 active;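 active = GTP binding activity at least 20% away from the 100% baseline, either lowered as inhibitor or raised as activator; inconclusive = flagged as likely green fluorescent, judged across all proteins in the well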;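 also: 0% = unlabeled GTP competition control and 100% = no-compound control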
# Target sequence (P01112 whole entry, looked up): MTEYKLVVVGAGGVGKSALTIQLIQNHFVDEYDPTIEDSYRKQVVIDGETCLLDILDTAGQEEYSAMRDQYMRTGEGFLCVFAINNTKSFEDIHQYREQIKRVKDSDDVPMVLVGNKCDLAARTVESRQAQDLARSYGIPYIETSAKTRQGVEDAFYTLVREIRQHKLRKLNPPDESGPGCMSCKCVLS
# Rac1 wt modul = modulators of human Rac1 wildtype GTP binding; GST-Rac1 beads, fluorescent GTP binding, flow cytometry; actives lie on both sides; 0 = cold GTP competed, 100 = untreated; GTP binding activity (% of control), % at 10 µM; 0.27% of 190,000 active;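 active = GTP binding activity at least 20 points away from the 100% control level, either lower or higher; inconclusive = compound flagged as likely green fluorescent, judged across all proteins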
# Rac1 act GTP bind = alters GTP binding to activated mutant human Rac1; P63000; AID 764; 0.11% of 190,000 active; GST-Rac1 activated beads, fluorescent GTP binding, flow cytometry; actives lie on both sides; 100% means binding = to untreated wells; percent activity (GTP binding), % at 10 µM;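 active = GTP binding at least 20 percentage points away from the 100% baseline, in either direction, so actives lie on both sides; inconclusive = Compound likely fluorescent itself, or too few beads counted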
# GSH fluor = compound fluoresces at 488/530 nm on GSH beads. GSH beads flow cytometry, compound fluorescence 488/530 nm; active compounds read high. fluorescence (KMESF) at 10 µM. 0.25% of 190,000 active. AID 1776; in the data active = fluorescence above about 89;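 also: glutathione beads carrying GST-tagged Bcl family fusion proteins plus one bare bead set; values are compound well signal with DMSO vehicle wells as background; inactives centre near 16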
# Rab2 wt GTP = changes GTP binding to wildtype dog Rab2A, up or down; 0.19% of 190,000 active; GTP binding activity, % at 10 µM; GST-Rab2 wt beads, Bodipy-GTP binding, flow cytometry; P61105; AID 760;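 active = GTP binding activity at least 20 points away from 100%, either lowered or raised; inconclusive = signal likely due to the compound's own green fluorescence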;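 also: 0% = beads with excess unlabeled GTP and 100% = no-compound control corrected for plate trend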
# Pf gametocyte = inhibitors of late stage P. falciparum gametocyte viability; P. falciparum stage V gametocytes, ATP luminescence, 24 h; inhibition, % at 10.9 µM; 0.065% of 150,000 active; AID 743093;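 active = inhibition above the mean plus 3 SD of compounds within the control limits, set per campaign, cut at about 38% in these data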;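 also: 0% = DMSO wells and 100% = medium only without gametocytes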
# Rab7 wt modul = modulators of GTP binding to dog Rab7 wildtype GTPase; GST-Rab7 beads, fluorescent GTP binding, flow cytometry; actives lie on both sides; untreated = 100%, excess cold GTP = 0%; GTP binding activity (percent of control), % at 10 µM; 0.055% of 190,000 active; AID 758;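 active = fluorescent GTP binding to Rab7 beads changed by at least 20 points from the 100% baseline, either direction, mostly lower; inconclusive = compound itself probably fluorescent, or too few beads counted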;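 also: median green fluorescence of bound Bodipy-FL-GTP per Rab7 bead population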
# Cdc42 wt = human Cdc42 wildtype GTP binding change, either direction; P60953; percent activity (GTP binding), % at 10 µM; 0.2% of 190,000 active; GST-Cdc42 beads, Bodipy-GTP binding, flow cytometry; actives lie on both sides;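 active = percent activity GTP binding at least 20 points away from the 100% baseline, either down as inhibitor or up as activator; inconclusive = compound flagged as likely green fluorescent from well-wide comparison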;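 also: median bead fluorescence of bound Bodipy-FL-GTP at 100 nM; 0% = excess unlabeled GTP control and 100% = no compound control; below 100% means less GTP binding so inhibitor and above means activator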
# Target sequence (P60953 whole entry, looked up): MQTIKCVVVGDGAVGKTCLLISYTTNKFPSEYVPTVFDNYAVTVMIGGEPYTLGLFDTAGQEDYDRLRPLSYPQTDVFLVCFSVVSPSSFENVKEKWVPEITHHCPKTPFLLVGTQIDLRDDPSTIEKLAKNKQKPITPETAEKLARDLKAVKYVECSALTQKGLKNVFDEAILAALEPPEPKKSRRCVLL
# ABCB1 block = human ABCB1 inhibition, ABCG2 as counter-screen; P08183; CCRF-Adr cells, JC-1 efflux, flow cytometry; inhibition, % at 6.6 µM; 0.067% of 190,000 active; in the data active = inhibition above about 40%;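 also: 0% = vehicle and 100% = reference inhibitor; higher value means more JC-1 retained so stronger ABCB1 efflux block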
# Numbers without * were called inactive; ? = inconclusive; / = not tested or not shown.
SMILES,ABCG2 inh,Avidin fluor,HRas wt GTP bind,Rac1 wt modul,Rac1 act GTP bind,GSH fluor,Rab2 wt GTP,Pf gametocyte,Rab7 wt modul,Cdc42 wt,ABCB1 block
COc1cc(NC(=O)CSc2nccc(C)n2)c(C)cc1[N+](=O)[O-],1,8,97,97,100,12,98,/,97,96,0.0
Cc1csc2nc(CNS(=O)(=O)N(C)C)cn12,-4,4,100,103,99,15,100,/,96,102,-1.9
Cc1cc(NC(=O)CSc2nnc(-c3c[nH]c4ccccc34)n2-c2ccc(Cl)cc2)no1,2,8,104,107,102,10,102,/,99,100,0.3
O=C(Nc1ccc2c(c1)OCO2)c1cccc(S(=O)(=O)N2CCCC2)c1,4,10,93,91,92,63,91,/,94,94,0.7
CCCC(=O)Nc1ccc2c(c1)nc(CN1CCCC1)n2C,-1,8,104,108,99,41,99,-16,105,101,0.1
O=C(CSc1nnc(CCCN2C(=O)c3cccc4cccc(c34)C2=O)n1-c1ccccc1)N1CCCCC1,8,10,97,100,97,19,95,-11,96,97,1.8
O=C(Nc1ccc2c(c1)nc1n2CCOC1)c1ccccc1,1,21,100,102,96,10,99,2,99,101,-0.1
CCc1ccc(NC(=O)c2noc3c2CCC3)cc1,9,3,104,102,100,19,105,-21,100,103,1.0
Clc1ccc(-c2csc(Nc3ccccc3)[n+]2Cc2ccco2)c(Cl)c1,1,10,96,97,93,14,95,9,92,96,0.1
O=C1NCC(COCc2ccco2)O1 (stereo not given),2,4,100,98,97,48,99,10,98,101,0.6
O=C(COc1ccc(N2C(=O)c3ccccc3C2=O)cc1)c1ccccc1,15,3,100,104,101,6,98,/,98,99,1.2
Cc1ccc(C(=O)NNC(=O)CCC(=O)Nc2cccc(Cl)c2C)cc1,2,7,99,101,99,20,99,-6,98,100,0.0
Cn1nnc(C(O)CNCc2ccc(Cl)cc2)n1 (stereo not given),-1,8,97,97,93,23,100,-5,104,95,-0.1
COCc1ccc(C(=O)N2CCCC(CCC(=O)NCc3ccccc3F)C2)o1 (stereo not given),6,1,93,94,92,14,95,/,95,95,2.0
O=C(c1ccco1)N(CCC(c1ccccc1)c1ccco1)Cc1ccco1 (stereo not given),1,-2,99,97,95,20,97,3,99,98,0.4
CN(Cc1ccccc1)c1ccc2nnc(-c3ccccc3)n2n1,20,7,98,103,97,16,98,/,97,99,2.2
Cc1ccnc(SCC(N)=O)n1,1,24,101,103,97,12,98,22,102,101,0.2
Cc1ccc(S(=O)(=O)N(CC(=O)NCc2ccncc2)C2CCCCC2)cc1,58,35,100,105,99,26,99,/,101,105,3.1
Cc1cccc(CSc2ccc(-c3cccs3)nn2)c1,2,15,99,102,100,18,97,-14,100,100,0.1
O=C(Nc1ccccc1Cl)C1CCN(Cc2cnn(-c3ccccc3)c2-n2cccc2)CC1,25,12,99,104,95,24,99,/,99,100,6.6
O=C(NCc1ccncc1)C(=O)N/N=C/c1ccccc1OCc1ccccc1,13,9,96,103,96,13,96,2,96,101,0.6
COc1cc(OC)cc(C(=O)N[C@H](C(=O)Nc2nc3c(s2)CCCC3)C(C)C)c1,35,15,101,104,103,11,101,6,97,100,2.8
CCSc1ccc2nnc(-c3ccc(F)cc3)n2n1,8,38,99,99,98,10,98,/,101,99,0.8
Nc1c(NCc2ccccc2)c2ccccc2oc1=O,55,12,98,99,97,35,100,-10,100,100,2.0
Cc1ccc(C2CC(c3cccs3)=NN2C(=O)c2ccco2)o1 (stereo not given),-2,5,96,94,94,21,95,/,100,94,0.4
O=C(CSCc1ccc(Cl)cc1)Nc1ccc(-c2nnc(-c3ccccc3)o2)cc1,0,8,99,98,97,12,98,6,97,97,0.2
C=CCC(CC=C)(C(=O)O)c1ccccc1,0,40,101,105,101,13,101,8,97,103,0.1
O=C(N/N=C/c1ccc(N2CCOCC2)c([N+](=O)[O-])c1)c1ccc(F)cc1,39,14,97,101,97,15,100,/,103,96,0.5
COc1cc(-c2ccc(NC(=O)c3ccc(C)cc3)c(OC)c2)ccc1NC(=O)c1ccc(C)cc1,-13,27,100,105,97,21,102,/,103,100,-0.9
Cn1c(=O)cc(N2CCOCC2)[nH]c1=O,-1,6,?,?,?,17,?,/,?,?,-0.6
COc1ccc(N2C(=O)C3CCCN3C2c2ccccc2Cl)cc1 (stereo not given),-2,4,97,96,97,18,97,/,95,96,-1.3
COc1c(Br)cc(Br)cc1/C=N/NC(=O)c1ccncc1,2,10,96,93,95,12,95,13,99,99,0.8
COC(=O)c1c(-c2ccccc2)csc1NC(=O)c1c(-c2ccccc2)noc1C,5,10,99,104,99,11,96,-16,101,99,0.8
CCOC(=O)C1CCN(C(=O)COc2ccc(S(=O)(=O)NC(C)C)cc2)CC1,0,10,97,96,94,27,98,/,100,96,-0.2
Cc1ccc(-n2c(SCC(=O)OC(C)C)nnc2-c2ccco2)cc1,28,19,100,105,101,15,101,/,102,99,0.9
Cc1ccc(CNC(=O)CCc2nnc(Cc3ccc(-c4ccccc4)cc3)o2)o1,1,9,95,98,96,51,96,/,94,98,0.2
COc1ccc(-c2nc(SCC(=O)Nc3nccs3)c(-c3ccc(Cl)cc3)[nH]2)cc1,9,/,101,104,100,19,99,/,96,103,0.8
Cc1ccc(COc2ccc(C(=O)NN)cc2)cc1,2,8,98,97,100,20,96,1,96,89,0.0
CCOc1cccc(OCCCCN2CCOCC2)c1,2,8,103,109,99,16,105,/,105,103,0.4
O=C(Nc1nc(-c2cccs2)c(-c2ccccc2)s1)c1ccco1,2,6,99,98,98,71,100,/,98,99,0.7
Cc1cc(N/C(=N\S(=O)(=O)c2ccc(Cl)cc2)c2ccc(F)cc2)no1,0,35,98,94,94,28,97,-1,97,96,0.1
Cc1cc(C(=O)N2CCN(S(C)(=O)=O)CC2)sc1-c1ccccc1,3,30,101,100,99,28,103,/,103,100,0.6
O=C(NCC(c1cccnc1)N1CCN(c2ccccc2)CC1)OCc1ccccc1 (stereo not given),2,7,102,107,101,36,101,/,99,102,1.3
COc1ccc(CC(=O)NCc2ccccn2)cc1OC,0,17,102,100,103,20,104,/,101,101,0.0
Cn1c(CSc2nc3ccccc3s2)nnc1SCC(=O)NCCCN1CCOCC1,1,22,100,102,97,22,100,/,95,101,0.5
CC1CN(Cc2ccccc2Cl)CC(C)O1 (stereo not given),1,34,94,92,92,16,90,17,91,91,0.1
C#CCNC(=O)C1=C[C@H](C2CCCCC2)[C@@H](CCCO)[C@H](OCC)O1,3,2,98,96,97,20,96,6,97,97,1.2
CCOC(=O)/C(C#N)=C1\CCCN1CC(N)=S,-1,2,97,99,100,15,98,11,101,98,-0.2
CC(C)(C)NC(=O)NC(=O)CSc1n[nH]c(-c2ccccc2Br)n1,0,27,94,95,96,7,96,-4,93,94,-0.1
Cc1ccc2nc(C)c3c(c2c1)COC3,2,-3,102,100,98,11,99,/,100,101,0.5
O=[N+]([O-])c1ccc(Oc2c(F)c(F)nc(N3CCCC3)c2F)cc1,2,8,100,100,97,13,99,/,99,98,0.4
CN1CCN(C2=NC3(CCCC3)C(C#N)C(=O)N2)CC1 (stereo not given),8,11,101,104,103,24,104,/,100,100,0.6
Cc1cccc(NC(=O)c2ccccc2OCC(=O)N2CCCC2)c1C,23,11,98,100,95,15,101,/,107,100,1.5
CCCCNS(=O)(=O)c1ccc(NC(=O)C2c3ccccc3Oc3ccccc32)cc1,-1,12,100,103,98,21,96,-6,99,100,-0.3
Fc1ccc(-c2nnsc2Sc2ccccn2)cc1,10,12,95,97,95,13,94,1,92,96,0.9
Clc1cccc2sc(N3CCCC3)nc12,7,11,84,90,88,32,87,-1,83,93,0.5
CC(C)CNc1c(N)c(=O)oc2ccccc12,-1,6,101,103,99,33,102,/,98,102,-2.2
C=CCN(CC=C)CCCOc1ccccc1C(=O)OC,0,9,98,101,99,18,99,16,98,96,0.1
O=C(Oc1c(-c2ccccc2Cl)oc2ccccc2c1=O)c1ccc(Cl)cc1,8,15,101,98,101,10,98,-12,96,99,0.5
Cc1cc(=O)n2c(C(=O)Nc3ccc(C(=O)OC(C)C)cc3)c(C(=O)Nc3ccccc3)sc2n1,-5,10,94,98,96,15,96,-18,100,96,2.1

# More entries:
SMILES,ABCG2 inh,Avidin fluor,HRas wt GTP bind,Rac1 wt modul,Rac1 act GTP bind,GSH fluor,Rab2 wt GTP,Pf gametocyte,Rab7 wt modul,Cdc42 wt,ABCB1 block
O=C(CC1c2ccccc2Oc2ccccc21)NCc1ccco1,2,22,101,100,98,8,99,/,104,102,0.7
CCOC(=O)C1=C(C)NC(C)=C(C(=O)OCC)C1C(=O)OCC(=O)N1CCc2ccccc2C1,5,11,99,101,99,27,99,-3,99,101,1.4
CCN(CC)c1ccc(NC(=O)Cn2c(C(C)NC(=O)c3ccccc3)nc3ccccc32)cc1 (stereo not given),9,5,97,97,97,12,95,0,96,99,0.6
O=S(=O)(c1cccc(F)c1)N1CCC(CO)(Cc2cccc(F)c2)CC1,2,11,102,103,97,25,99,-19,108,97,1.2
Cc1c(C)n(C(=O)CSc2nccn2C)c2ccccc12,27,8,101,103,101,15,101,0,104,102,0.3
C/C(=N\N=C(/N)SC1CC(=O)N(c2ccc(Cl)c(Cl)c2)C1=O)c1cccs1 (stereo not given),-1,12,98,94,90,35,93,-9,94,93,-0.3
COCCCN(C(=S)Nc1ccc(C)cc1Cl)C(C)c1ccncc1 (stereo not given),2,17,102,104,101,18,104,20,100,103,0.8
CSC1=NCCN1C(=O)c1ccc(Br)o1,8,7,87,84,90,25,84,/,87,87,17
O=C(Cn1[nH]c(=O)c2ccccc2c1=O)OCC(=O)N1CCCc2ccccc21,17,8,99,97,96,14,97,/,97,98,2.8
C(=N\N1CCN(C(c2ccccc2)c2ccccc2)CC1)/c1ccc2c(c1)OCO2,3,10,99,98,95,10,99,11,98,99,0.9
CCC(=O)Nc1cc(C(C)C)c(O)cc1C,0,10,96,92,95,34,95,/,96,96,0.3
CCOC(=O)/C(C#N)=N/Nc1ccccc1OC,16,1,100,105,102,10,101,3,99,103,0.7

# Arranged by heavy-atom count (largest number first): some entries from above
SMILES,ABCG2 inh,Avidin fluor,HRas wt GTP bind,Rac1 wt modul,Rac1 act GTP bind,GSH fluor,Rab2 wt GTP,Pf gametocyte,Rab7 wt modul,Cdc42 wt,ABCB1 block
O=C(CSCc1ccc(Cl)cc1)Nc1ccc(-c2nnc(-c3ccccc3)o2)cc1,0,8,99,98,97,12,98,6,97,97,0.2
Cc1cc(N/C(=N\S(=O)(=O)c2ccc(Cl)cc2)c2ccc(F)cc2)no1,0,35,98,94,94,28,97,-1,97,96,0.1
CN1CCN(C2=NC3(CCCC3)C(C#N)C(=O)N2)CC1 (stereo not given),8,11,101,104,103,24,104,/,100,100,0.6
